Source: PubChem BioAssay (The Scripps Research Institute Molecular Screening Center)
LYPLA2 counter – LYPLA2 inhibitors, primary screen, counter-screen for PME1 inhibitor project, biochemical, fluorescence polarization, FP-Rh probe ABPP; 320,000 compounds, 0.38% hits; Acyl-protein thioesterase 2 (Homo sapiens), O95372; recombinant LYPLA2; inhibition, % at 5.9 µM;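 active = inhibition above the screen-wide mean plus 3 SD, limit set per campaign, cut at about 26% in these data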;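 note: 0% = LYPLA2 with DMSO and 100% = wells lacking LYPLA2 enzyme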
Target sequence (O95372 whole entry, looked up): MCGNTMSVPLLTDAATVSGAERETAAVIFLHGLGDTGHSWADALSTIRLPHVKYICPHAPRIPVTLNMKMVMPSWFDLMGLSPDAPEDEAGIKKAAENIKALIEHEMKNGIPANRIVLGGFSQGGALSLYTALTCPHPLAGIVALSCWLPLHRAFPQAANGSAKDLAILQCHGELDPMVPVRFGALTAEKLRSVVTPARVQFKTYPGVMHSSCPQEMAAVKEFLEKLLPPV
pPAFAH FP inh – pPAFAH enzyme inhibitors, primary screen, biochemical, fluorescence polarization, human; inhibition, % at 3.39 µM; AID 463082, 2010; recombinant pPAFAH, FP-rhodamine probe fluorescence polarization; 330,000 compounds, 1.5% hits;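 active = inhibition above the mean inhibition across the screen plus 3 SD, cut at about 25% in these data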;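 note: inhibitors block binding of the rhodamine activity-based probe so polarization drops; 0% = enzyme with DMSO and 100% = wells lacking pPAFAH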
LYPLA1 counter – LYPLA1 inhibitors, primary screen, counter-screen for PME1 inhibitor project, biochemical, fluorescence polarization, FP-Rh probe ABPP. inhibition, % at 5.9 µM. 320,000 compounds, 0.16% hits. recombinant LYPLA1;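 active = inhibition above the mean of all tested compounds plus 3 SD, set per campaign, cut at about 14% in these data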;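 note: inhibitors block serine hydrolase probe labeling of LYPLA1 so polarization falls; 0% = enzyme with DMSO and 100% = wells lacking LYPLA1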
PREPL inh – PREPL enzyme inhibitors, primary screen, biochemical, fluorescence polarization; Prolyl endopeptidase-like (Homo sapiens), Q4J6C6; recombinant PREPL, fluorescence polarization activity-based probe; inhibition, % at 5.96 µM; 320,000 compounds, 0.68% hits; in the data active = inhibition above about 43%;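 note: 0% = enzyme with DMSO and 100% = wells lacking enzyme; many of its hits are not listed in these tables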
ZTA DNA inh – counter-screen for EBNA-1 inhibitors: inhibitors of Epstein-Barr virus ZTA; P03206; ZTA-DNA binding, fluorescence polarization; inhibition, % at 11 µM; 320,000 compounds, 0.15% hits; AID 2234; in the data active = inhibition above about 33%
Target sequence (P03206 whole entry, looked up): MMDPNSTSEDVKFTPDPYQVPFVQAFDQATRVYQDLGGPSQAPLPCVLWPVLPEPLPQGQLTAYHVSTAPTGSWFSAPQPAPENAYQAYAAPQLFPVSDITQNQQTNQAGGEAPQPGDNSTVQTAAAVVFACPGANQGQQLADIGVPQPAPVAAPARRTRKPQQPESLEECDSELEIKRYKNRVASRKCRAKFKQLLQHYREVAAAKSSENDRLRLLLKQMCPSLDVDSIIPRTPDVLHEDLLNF
PAFAH1B3 FP inh – PAFAH1B3 enzyme inhibitors, primary screen, biochemical, fluorescence polarization, human; recombinant PAFAH1B3, FP-rhodamine probe; AID 492972, 2010; inhibition, % at 3.39 µM; Platelet-activating factor acetylhydrolase IB subunit alpha1 (Homo sapiens), Q15102; 340,000 compounds, 0.28% hits;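 active = inhibition above the screen-wide average of all tested compounds plus 3 SD, cut at about 25% in these data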;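 note: 0% = enzyme with DMSO only and 100% = wells lacking PAFAH1B3 protein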
Target sequence (Q15102 whole entry, looked up): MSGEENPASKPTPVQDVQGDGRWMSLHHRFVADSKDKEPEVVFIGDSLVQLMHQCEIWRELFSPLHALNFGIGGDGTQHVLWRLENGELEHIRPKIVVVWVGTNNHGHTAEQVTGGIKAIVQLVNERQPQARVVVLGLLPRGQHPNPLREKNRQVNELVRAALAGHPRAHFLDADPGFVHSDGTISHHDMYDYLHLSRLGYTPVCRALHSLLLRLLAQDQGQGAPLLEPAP
PAFAH2 FP inh – PAFAH2 enzyme inhibitors, primary screen, biochemical, fluorescence polarization, human; 340,000 compounds, 0.99% hits; recombinant PAFAH2, FP-rhodamine activity probe; Platelet-activating factor acetylhydrolase 2, cytoplasmic (Homo sapiens), Q99487; inhibition, % at 3.39 µM; AID 492956, 2010;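 active = inhibition above the mean over all tested compounds plus 3 SD, cut at about 30% in these data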;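 note: inhibitors block probe labeling of enzyme so polarization drops; 0% = enzyme with DMSO and 100% = wells lacking PAFAH2 protein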
PAFAH1B2 inh – PAFAH1B2 enzyme inhibitors, primary screen, biochemical, fluorescence polarization, human | recombinant PAFAH1B2, FP-rhodamine activity probe | inhibition, % at 3.39 µM | 340,000 compounds, 1.2% hits;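 active = inhibition above the mean of all tested compounds plus 3 SD, cut at about 24% in these data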;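 note: 0% = enzyme with DMSO and 100% = wells lacking PAFAH1B2; many of its hits are not listed in these tables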
Target sequence (P68402 whole entry, looked up): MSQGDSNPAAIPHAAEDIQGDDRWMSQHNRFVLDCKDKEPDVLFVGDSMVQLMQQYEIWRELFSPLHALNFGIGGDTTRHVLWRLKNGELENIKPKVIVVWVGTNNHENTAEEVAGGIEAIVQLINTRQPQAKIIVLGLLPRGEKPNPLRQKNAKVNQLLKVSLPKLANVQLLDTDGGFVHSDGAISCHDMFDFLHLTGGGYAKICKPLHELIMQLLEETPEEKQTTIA
EBNA-1 inhibitor – EBNA-1 DNA-binding inhibitors, primary screen, biochemical, fluorescence polarization | AID 1950, 2009 | inhibition, % at 14.8 µM | 300,000 compounds, 0.34% hits; in the data active = inhibition above about 28%
Active calls of the source: *; . = no result given. Not all compounds are listed; rates above refer to the full screens.

The first 2 compounds (preview)
SMILES	LYPLA2 counter	pPAFAH FP inh	LYPLA1 counter	PREPL inh	ZTA DNA inh	PAFAH1B3 FP inh	PAFAH2 FP inh	PAFAH1B2 inh	EBNA-1 inhibitor
COc1cnn(-c2ccccc2)c(=O)c1SCc1ccc(Cl)c(Cl)c1	7	-5	0	10	5	7	2	0	0
O=S(=O)(NCc1ccccc1)c1ccccc1NCc1ccc(Cl)cc1	.	-1	.	.	.	0	2	6	.

All compounds of this part, from the first entry:
SMILES	LYPLA2 counter	pPAFAH FP inh	LYPLA1 counter	PREPL inh	ZTA DNA inh	PAFAH1B3 FP inh	PAFAH2 FP inh	PAFAH1B2 inh	EBNA-1 inhibitor
COc1cnn(-c2ccccc2)c(=O)c1SCc1ccc(Cl)c(Cl)c1	7	-5	0	10	5	7	2	0	0
O=S(=O)(NCc1ccccc1)c1ccccc1NCc1ccc(Cl)cc1	.	-1	.	.	.	0	2	6	.
Cc1cccc(-c2noc(CN(C(C)C)S(=O)(=O)c3ccc(F)cc3)n2)c1	4	-4	-6	-6	-11	6	2	0	-1
Cc1cc(C(=O)COc2ccc(Cl)cc2Br)c(C)n1C	1	2	-2	10	10	-1	5	-4	-7
Cc1csc(NC(=O)C2CCCO2)n1 (configuration not stated)	11	1	5	18	-4	4	1	2	1
CCOC(=O)C(=CNc1cc(C(F)(F)F)ccc1N1CCOCC1)C(=O)OCC	0	8	-1	7	7	15	4	1	-3
COc1ccc(CN(C)Cc2c(O)ccc3ccccc23)cc1	-5	3	-4	9	-1	13	7	2	-3
CC1CCCN(C(=O)COC(=O)c2cc(-c3cccs3)nn2-c2ccccc2)C1 (configuration not stated)	3	12	0	3	-16	-3	-3	7	-2
COc1ccc(OC)c(CCNC(=O)CC2(CC3=NS(=O)(=O)c4ccccc4N3)CCCC2)c1	-6	-20	-8	-2	3	1	2	-1	-2
CC1CCN(CCCNC(=O)c2cc3sccc3n2C)CC1	2	3	-2	22	-1	2	-8	-3	8
C=CCNc1nc(N2CCCCC2)c(C#N)c2c1CN(Cc1ccccc1)CC2	-2	-3	-3	11	12	6	5	4	-3
CC(C)CCN1CC(O)=C(c2nc3ccccc3[nH]2)C1=N	2	-2	3	7	-7	-11	0	1	-1
CCOc1ccccc1NC(=O)Cn1nnc(C(=O)NCc2ccc3c(c2)OCO3)c1N	3	0	1	8	-8	2	-4	1	-10
Cc1ccc(-c2nnc(NC(=O)Cc3ccc(F)cc3)o2)c(C)c1	8	-4	-2	5	-3	5	-3	-1	8
N#Cc1ccccc1NC(=S)NC(=O)c1cccnc1	5	-3	-1	-2	-18	-1	-2	5	-19
COc1ccc(-c2noc(C(C)NS(=O)(=O)c3ccc(NC(C)=O)cc3)n2)cc1 (configuration not stated)	-1	2	1	-1	-6	2	-4	5	-3
C/C(=N\NC(=O)CN(c1ccc(Oc2ccccc2)cc1)S(C)(=O)=O)C(C)(C)C	3	7	0	-8	-19	10	1	3	-8
O=C(COC(=O)C12CC3CC(CC(Cl)(C3)C1)C2)N1CCCCC1	.	-8	.	25	.	13	2	29*	.
CC(C)(C)OC(=O)NCCCCCc1cn(CC(=O)NCCCCCCCCCCC(=O)N2CCN(C(=O)OC(C)(C)C)CC2)nn1	-5	2	-3	-7	11	-4	-21	-11	11
Cc1ccc(S(=O)(=O)N2CCN(CC(=O)N3CCOCC3)CC2)cc1	4	-8	5	-8	-2	9	0	9	-8
COc1ccc(NC(=O)CSC2=C(C#N)C(c3ccco3)C(C(=O)Nc3nc4ccccc4s3)=C(C)N2)cc1 (configuration not stated)	-76	-16	-41	-14	-1	-58	-52	-29	6
N#CC1=C(N)OC2=C(C(=O)CCC2)C1C1C=CCCC1 (configuration not stated)	3	2	0	-6	6	2	-3	5	3
Cc1ccc(NC(=O)c2ccc3nc[nH]c3c2)cc1C	7	1	-4	27	12	3	-4	3	11
Cc1c(C(=O)N/N=C/c2ccc(O)cc2)sc(=S)n1C	-6	-2	-2	9	-5	8	7	1	-8
COc1ccc(NC(=O)c2sc3nc(N4CCOCC4)c4c(c3c2N)CCCC4)c(OC)c1	-2	1	-1	9	0	-2	3	3	-12
O=C(CN1CCN(Cc2ccccc2)CC1)N/N=C/C=C/c1ccccc1[N+](=O)[O-]	5	5	2	2	10	0	15	0	5
CCOC(=O)CC1COc2ccccc2N1C(=O)c1ccc(C)cc1 (configuration not stated)	3	4	0	7	7	3	2	4	8
CN(C)C(CNC(=O)c1cccc(NS(=O)(=O)c2ccc(Br)cc2)c1)c1ccco1 (configuration not stated)	-1	5	2	-70	0	6	3	23	-2
COc1ccc2[nH]c(C(=O)O)c(CCNC(=O)/C=C/c3ccc(O)c(OC)c3)c2c1	-6	9	-1	-3	13	-1	4	6	9
CS(=O)(=O)N(CC(=O)NC1CCCCC1)c1cccc(Cl)c1	-9	0	-2	-3	11	3	-4	-3	17
c1ccc(CSc2nnc(Cc3ccccc3)o2)cc1	-4	10	-1	1	-30	12	-3	4	-6
CCOc1ccc(CN2CCN(Cc3cnc(N4CCOCC4)s3)CC2CCO)cc1 (configuration not stated)	-2	5	-1	11	-4	-1	5	4	7
CC(=O)N1CCN(Cc2nc3cc(NC(=O)c4cccs4)ccc3n2C)CC1	1	-5	0	11	-3	6	-11	-2	-11
Brc1ccc(Oc2ncc(CN3CCN(c4ccccc4)CC3)s2)cc1	14	7	1	-40	21	5	-22	2	12
COc1ccccc1/C=N/NC(=O)CC(=O)NC1CCCCC1	11	3	5	0	-3	11	-7	4	4
Cc1ccccc1OCC(=O)NCC(c1cccs1)N1CCOCC1 (configuration not stated)	1	2	1	2	5	8	7	3	8
Cc1nn(C)cc1/C=N\NC(=O)c1ccc(Cn2cc(Cl)cn2)cc1	1	8	0	12	5	4	5	-2	5
FC(F)(F)c1ccc(-n2cnc3ccccc32)nc1	6	7	0	-63	-10	-4	2	0	-14
O=C(N/N=C/c1ccccn1)c1c[nH]c2ccccc12	-3	-1	0	6	-7	5	7	3	1
Cn1nc(-c2ccc(C(=O)NC3CCCCC3)cc2)c2ccccc2c1=O	5	6	4	0	-16	3	9	2	-10
CCc1noc(C)c1C(=O)NNC(=O)COc1ccc(Br)cc1	-1	3	3	-3	9	5	5	-1	3
CCc1nc(SCc2ccc([N+](=O)[O-])cc2)n[nH]1	5	6	2	-2	5	2	-3	7	-7
C#CCOCCOCCOCCNc1nc(N2CCN(C(=O)CCCCCCCCCCNC(=O)[C@H](CCCCN)n3cc(C[C@@H](C)CC)nn3)CC2)nc(N2CCN(C(=O)CCCCCCCCCCNC(=O)[C@H](CCCCN)n3cc(C[C@@H](C)CC)nn3)CC2)n1	-13	-5	-10	46*	91*	-4	2	-2	7
CCC(C)(C)NC(=O)CN(C(=O)CCC(=O)Nc1ccccn1)c1ccc2c(c1)OCO2	2	4	-2	4	15	-6	-3	1	3
Cn1c(Cl)cnc1C(O)(c1ccccc1)c1ccccc1	-3	2	-5	-2	0	12	-2	3	-14
Cc1ccc2nc(-c3ccccn3)cc(C(=O)NC(C)C(C)(C)C)c2c1 (configuration not stated)	-10	-2	0	5	3	1	0	-1	-2
NC(=O)C1CCN(C(=O)CCC(=O)c2ccc(Br)cc2)CC1	0	2	0	10	-1	0	5	-2	-6
CC(=O)N(Cc1cccs1)C1CCOC(C)(C)C1 (configuration not stated)	-4	2	2	-10	-2	9	-4	3	-4
O=C(Nc1c2c(nn1-c1ccc(Cl)cc1)CS(=O)(=O)C2)C1CC1	6	-1	-1	-8	-16	11	-2	0	5
COc1ccc(CC(=O)NNC(=O)[C@@H]2CCCC[C@@H]2C(=O)O)cc1	12	3	2	13	-13	4	-3	-2	4

The list continues.
SMILES	LYPLA2 counter	pPAFAH FP inh	LYPLA1 counter	PREPL inh	ZTA DNA inh	PAFAH1B3 FP inh	PAFAH2 FP inh	PAFAH1B2 inh	EBNA-1 inhibitor
COc1ccccc1C(=O)OCC#CCSc1nnc(-c2cccc3ccccc23)o1	.	-1	.	5	.	-4	3	-1	.
Cc1cc(C)cc(NC(=O)Nc2ccc(S(=O)(=O)Nc3cc(C)on3)cc2)c1	2	5	1	-2	-13	1	-5	5	-6
O=C(O)c1cc2[nH]c3c(c2cc1Cl)CCCC3	4	0	3	8	-5	-2	0	3	5
CCOC(=O)Cc1nnc(NC(=O)C(CC)Sc2nc(C)cc(=O)[nH]2)s1 (configuration not stated)	-2	0	0	1	19	10	3	-2	1
Cc1cccc(N2CCN(C(=O)c3ccncc3)CC2)c1C	3	1	3	10	-12	-2	2	-5	-2
CCN(CC)S(=O)(=O)c1cccc(-c2nnc(SC(C)C(=O)NCCC3=CCCCC3)o2)c1 (configuration not stated)	9	7	4	-3	-5	1	2	-1	-15
O=C(N/N=C/c1ccccc1C(F)(F)F)c1ccc(O)cc1	-2	2	4	9	12	9	5	5	-1
C=CCn1c(NCc2ccccc2O)nc2ccccc21	-7	5	-3	6	-8	8	1	5	11
O=C(Nc1ccc2c(c1)OCCO2)C1CCN(S(=O)(=O)c2ccccc2)CC1	3	0	3	-6	5	-1	4	-5	-2
O=S(=O)(Nc1ccc(-c2ccc3nncn3n2)cc1)c1cccs1	-1	7	-1	3	-10	2	7	-1	-5
COc1cccc(/C=N/NC(=O)c2ccc([N+](=O)[O-])cc2Cl)c1O	6	6	2	8	0	27*	10	3	3
Cc1ccc(O)c(C(CC(=O)NC2CCCCC2)c2ccccc2)c1 (configuration not stated)	0	-1	-3	-8	0	.	.	.	-9
Cc1ccc(C(=O)COC(=O)c2cccc(N3C(=O)c4c(C)nc5ccccc5c4C3=O)c2)cc1C	10	6	-1	-3	-6	-1	2	2	-2
COc1cccc(NC(=O)c2cc(-c3cccnc3)nc3c(Cl)cccc23)c1	4	-1	-6	1	7	1	-1	0	12
O=C(O)c1cccc(NC(=O)c2cn(-c3ccccc3)nc2-c2cccc(Br)c2)c1	-13	1	-16	-5	9	-6	-9	-7	9
O=C(Cn1ccc(NC(=O)OCc2ccccc2)nc1=O)NCCCn1ccnc1	2	5	-2	4	-16	4	-11	0	.
CCCCn1c(SCC(=O)Nc2cc(C)on2)nc2c1c(=O)n(C)c(=O)n2C	1	7	2	11	13	3	9	6	10
COc1cnc(-c2ccccc2)nc1Oc1cccc(C)c1C	-4	4	-3	2	7	-3	-8	3	10
CCCc1nn2c(=O)cc(COc3cccc(NC(=O)c4ccco4)c3)nc2s1	4	3	-5	-4	-8	6	4	-6	8
CC(C)(Cc1cccc(CC(C)(C)C(=O)O)c1)C(=O)O	0	-3	2	16	-2	9	-8	-5	3
CC(=O)N1CCOc2ccc(S(=O)(=O)N3CCC(C(=O)Nc4ccc(C)c(C)c4)CC3)cc21	3	4	-3	14	12	-1	5	4	4
CCOc1ccc(S(=O)(=O)NCCC(=O)N2CC=C(c3ccccc3)CC2)cc1	3	3	0	-11	12	8	0	9	.
C/C(=C\C(=O)Nc1cscc1C)C(=O)O	2	8	0	6	12	8	8	5	5
COc1ccc(C(C(=O)NC(C)(C)C)N(CC2CCCO2)C(=O)CCC(=O)Nc2cc(C)on2)cc1 (configuration not stated)	1	0	2	14	-4	-1	2	0	-15
O=C(CCc1nc2ccccc2c(=O)[nH]1)N1CCCc2ccccc21	-6	13	-5	6	-11	0	3	-2	-8
Cc1ccc(S(=O)(=O)N2CCC[C@H]2C(=O)OCC(=O)c2ccc3c(c2)NC(=O)CO3)cc1	7	6	0	6	-4	3	1	8	-1
